HCV NS3 hel inh: inhibitors of Hepatitis C virus NS3 helicase. AID 1800. 290,000 compounds, 0.56% hits. NS3 helicase DNA unwinding, Cy5 molecular beacon fluorescence. inhibition, % at 10.9 µM;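 active means inhibition above the mean of all tested compounds plus 3 SD, set per campaign, cut at about 35% in these data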;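 further: 0% = DMSO wells and 100% = thioflavine S control wells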
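Compound dosing – single dose, 10.9 µM nominal final, DMSO 0.8% final · System – NS3 helicase fragment of HCV · Buffer or medium – MOPS pH 6.5, MgCl2, DTT, Tween20, BSA · Signal – Cy5 beacon fluorescence read at start and 1 h · Also added – annealed dual-labelled DNA beacon duplex, ATP-started · Schedule – 1 h at 25 °C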
FID counter: fluorescent intercalator displacement, NS3 helicase counter-screen. DNA fluorescent intercalator displacement, fluorescence. inhibition, % at 7.9 µM. 290,000 compounds, 0.17% hits; in the data active means inhibition above about 37%;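 further: 0% = vehicle and 100% = reference compound; higher means more ethidium bromide displaced from hairpin DNA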
IMP-1 inhibitor: blocks Pseudomonas aeruginosa IMP-1 metallo-beta-lactamase. purified IMP-1, nitrocefin hydrolysis, epi-absorbance fluorescence. inhibition, % at 5.6 µM. 290,000 compounds, 0.45% hits. AID 1556;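 active means inhibition above the mean plus 3 SD of all compounds in the same screening run, cut at about 4.5% in these data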;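 further: 0% = IMP-1 with DMSO and 100% = DMSO wells lacking enzyme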
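System: Purified IMP-1 | Read-out basis: Percent enzyme inhibition | Controls: IMP-1 with DMSO as 0%, enzyme-free DMSO as 100% | Replicates: One well per compound | Doses: 5.6 µM nominal single concentration | Detection: Epi-absorbance fluorescence, 480 nm excitation, 530 nm emission | Incubation: 25 °C, 15 min preincubation, 25 min reaction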
NALP1 inh: inhibitors of NALP1 inflammasome in yeast. inhibition, % at 10 µM. 280,000 compounds, 0.61% hits. S. cerevisiae NALP1/ASC/caspase-1 growth, X-gal OD620, 72 h; in the data active means inhibition mostly above about 24%, no sharp cut-off; inactive means mostly below about 32%; further: some compounds called inactive have numbers as strong as hits
M18AAP inhibitor: PfM18AAP enzyme inhibition; recombinant PfM18AAP, H-Glu-NHMec fluorogenic cleavage; inhibition, % at 7.35 µM; 290,000 compounds, 1.2% hits; AID 1822;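 active means inhibition above the campaign mean inhibition over all tested compounds plus 3 SD, cut at about 28% in these data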;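 further: 0% = plate median of test compound wells and 100% = 2 mM ZnCl2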
SUMO HTRF inh: blocks human SUMOylation mediated by UBC9; 290,000 compounds, 0.36% hits; P63279; AID 2006; HTRF SUMOylation assay, SAE1/SAE2 + UBC9, in vitro; inhibition, % at 35 µM; in the data active means inhibition above about 50%, passing the limit was not always enough; further: strong numbers were not always called active
Target sequence (P63279 whole entry, looked up): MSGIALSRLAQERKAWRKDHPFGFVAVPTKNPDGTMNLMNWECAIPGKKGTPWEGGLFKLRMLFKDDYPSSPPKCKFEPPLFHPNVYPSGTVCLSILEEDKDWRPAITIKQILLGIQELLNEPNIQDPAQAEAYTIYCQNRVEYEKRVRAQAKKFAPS
VIM-2 inh: inhibitors of Pseudomonas aeruginosa VIM-2 metallo-beta-lactamase. AID 1527. inhibition, % at 5.6 µM. 290,000 compounds, 0.89% hits. purified VIM-2, nitrocefin hydrolysis, epi-absorbance fluorescence;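 active means inhibition above the mean of all tested compounds plus 3 SD, cutoff set per screening run, cut at about 7.5% in these data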;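 further: red hydrolysis product quenches plate fluorescence so inhibitors raise well fluorescence; 0% = enzyme with DMSO and 100% = DMSO without enzyme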
MEKK2 mut-MEK5: signal of MEK5 binding to mutant human MEKK2 PB1 domain | bead flow cytometry, Alexa488-MEK5 binding to MEKK2 mutant | percent response, % at 10 µM | 290,000 compounds, 0.35% hits; in the data active means percent response above about 24%, passing the limit was not always enough; further: inactives centre near 1; some results filed as inactive read as strong as hits
MEKK2wt PB1 HTS: raises or lowers MEK5 binding to wildtype human MEKK2 PB1 domain; bead flow cytometry, Alexa488-MEK5 binding to MEKK2 WT; actives lie on both sides; binding response (% of control), % at 10 µM; 290,000 compounds, 1.1% hits; in the data active means binding response below about 67% or above about 130%
* = called active by the depositor; / = not tested or not shown. Compounds were not picked by outcome. Share with any hit: about 4.7%.

The opening two entries, to show the layout:
Key to letters – A = HCV NS3 hel inh; B = FID counter; C = IMP-1 inhibitor; D = NALP1 inh; E = M18AAP inhibitor; F = SUMO HTRF inh; G = VIM-2 inh; H = MEKK2 mut-MEK5; I = MEKK2wt PB1 HTS
CCCC(C)NC(=O)CSc1nnc2ccccn12 (centres undefined)
  A: -1.1	B: 10.8	C: -2.0	D: -5.8	E: -10.0	F: -6.3	G: 1.8	H: -8.0	I: 88.0

COc1ccc2c(c1OC)C(=O)NC(C)=C(C(=O)OC(C)(C)C)C2O (centres undefined)
  A: 4.0	B: -4.8	C: -2.8	D: 32.7	E: 7.0	F: 10.9	G: -2.3	H: -13.0	I: 82.0

This part in full (from the top)
Key to letters – A = HCV NS3 hel inh; B = FID counter; C = IMP-1 inhibitor; D = NALP1 inh; E = M18AAP inhibitor; F = SUMO HTRF inh; G = VIM-2 inh; H = MEKK2 mut-MEK5; I = MEKK2wt PB1 HTS
CCCC(C)NC(=O)CSc1nnc2ccccn12 (centres undefined)
  A: -1.1	B: 10.8	C: -2.0	D: -5.8	E: -10.0	F: -6.3	G: 1.8	H: -8.0	I: 88.0

COc1ccc2c(c1OC)C(=O)NC(C)=C(C(=O)OC(C)(C)C)C2O (centres undefined)
  A: 4.0	B: -4.8	C: -2.8	D: 32.7	E: 7.0	F: 10.9	G: -2.3	H: -13.0	I: 82.0

CCn1c(Cc2ccccc2)nnc1SCC(=O)N1CCCC1=O
  A: 7.1	B: -10.6	C: -3.5	D: -4.5	E: 10.7	F: -10.3	G: -3.1	H: 6.0	I: 105.0

COc1ccccc1NC(=O)COc1ccc(/C=N/NC(=O)CSCc2cc(C)cc(C)c2)cc1
  A: -1.4	B: 4.2	C: -2.2	D: 19.9	E: -2.4	F: 4.1	G: -0.9	H: 26.0	I: 108.0

COc1ccc(C(=O)Nn2c(CC(C)C)nc3cc(Cl)ccc3c2=O)c(OC)c1
  A: -11.2	B: -24.2	C: -2.0	D: -9.0	E: 2.4	F: 9.2	G: -2.1	H: 0.0	I: 95.0

CCOC(=O)c1ccc(-c2ccc(/C=N/NC(=O)CN(c3ccccc3Br)S(C)(=O)=O)o2)cc1
  A: 14.6	B: -13.5	C: -2.6	D: 21.0	E: -6.1	F: -3.1	G: -3.2	H: 2.0	I: 97.0

COc1cccc(C(=O)Nc2ccc(NC(=O)c3ccco3)cn2)c1
  A: 5.9	B: -8.4	C: -1.6	D: 4.8	E: -4.0	F: -3.5	G: 0.9	H: -4.0	I: 90.0

O=C1C2C3C=CC(C3)C2C(=O)N1c1nc2ccccc2s1 (centres undefined)
  A: -5.5	B: -1.4	C: -1.2	D: -55.4	E: 1.9	F: -22.4	G: -1.0	H: -13.0	I: 97.0

CCCN(CCC)S(=O)(=O)c1ccc(C)cc1
  A: -4.3	B: -11.0	C: -1.8	D: 23.2	E: -2.7	F: -5.8	G: 1.1	H: 3.0	I: 103.0

COc1ccc(CNC(=O)CNC(=O)c2c(C)nn(C)c2Cl)cc1
  A: -4.8	B: -3.3	C: -1.9	D: -8.8	E: 3.8	F: -8.1	G: -3.0	H: 1.0	I: 100.0

Cc1occc1-c1nnc(SCC(=O)N2CC(=O)Nc3ccccc32)n1CC(C)C
  A: 1.4	B: -26.2	C: -4.9	D: 3.6	E: -1.2	F: 7.6	G: -4.0	H: 4.0	I: 108.0

O=C(Cc1cccs1)Nc1cccc([N+](=O)[O-])c1
  A: 1.4	B: 4.6	C: 1.2	D: 19.5	E: 0.0	F: 6.9	G: 0.4	H: 1.0	I: 102.0

COc1ccccc1NC(=O)C1C2C=CC3(CN(Cc4cccnc4)C(=O)C13)O2 (centres undefined)
  A: 9.3	B: -3.4	C: -3.7	D: 0.3	E: -3.6	F: 0.6	G: -5.1	H: 10.0	I: 106.0

COc1cc(NC(=O)CN2C(=O)c3ccccc3S2(=O)=O)c(OC)cc1Cl
  A: -8.9	B: -8.7	C: -1.7	D: 6.2	E: 2.6	F: -16.7	G: -2.6	H: 4.0	I: 106.0

Cc1ccc2[nH]c(=O)c(-c3noc(-c4ccncc4)n3)cc2c1
  A: 5.5	B: -6.9	C: -1.1	D: /	E: -2.2	F: /	G: -3.2	H: /	I: /

CCN1CCCC1CNCc1cc(OC)c(OC)c(OC)c1 (centres undefined)
  A: -6.6	B: 2.4	C: -1.7	D: 9.3	E: -1.8	F: 9.0	G: -0.8	H: 1.0	I: 97.0

Cc1cc(C)c(C#N)c(N2CCN(c3ccccc3)CC2)n1
  A: 4.3	B: -18.6	C: -2.3	D: -11.9	E: 6.4	F: -16.1	G: -2.3	H: 1.0	I: 103.0

N#Cc1nc(-c2ccc(OCc3ccc(Cl)cc3)cc2)oc1N1CCC(C(N)=O)CC1
  A: -12.0	B: 1.8	C: -0.2	D: 16.9	E: -7.7	F: 27.3	G: -0.2	H: -1.0	I: 100.0

O=C1c2ccccc2S(=O)(=O)N1CC(O)Cn1ccc2ccccc21 (centres undefined)
  A: 6.0	B: -16.1	C: -2.3	D: 11.5	E: 3.1	F: 1.0	G: -0.2	H: 81.0*	I: 31.0*

COc1cccc(OC)c1C(=O)Nc1ccccc1N1CCCC1
  A: 5.6	B: -15.0	C: -2.1	D: 9.7	E: 5.8	F: 18.0	G: -0.8	H: 2.0	I: 101.0

O=C(N=C1SC2CS(=O)(=O)CC2N1c1ccc(Cl)cc1Cl)C1CCCO1 (centres undefined)
  A: 22.2	B: -24.4	C: -0.5	D: 6.3	E: 3.1	F: -7.5	G: 3.4	H: -5.0	I: 101.0

CCN1CCN(CCCCSc2ccccc2)CC1
  A: -10.6	B: 12.7	C: -0.8	D: 36.5	E: 0.4	F: 11.0	G: -1.4	H: 16.0	I: 108.0

CCOC(=O)N1CCN(S(=O)(=O)c2ccc(Br)cc2)CC1
  A: 8.2	B: -24.7	C: -4.6	D: 5.0	E: -5.9	F: 3.5	G: -2.0	H: 12.0	I: 107.0

O=C(C1=C[C@H](c2ccc(C(F)(F)F)cc2)C[C@H](OCc2ccc(CO)cc2)O1)N1CCN(Cc2ccccc2)CC1
  A: -20.9	B: -17.5	C: -4.9	D: 26.9*	E: -2.8	F: -22.1	G: -3.7	H: 5.0	I: 107.0

O=C(C[n+]1cc(-c2ccc(Cl)c(Cl)c2)n2c1CCC2)OCc1ccccc1
  A: -10.1	B: 2.9	C: -0.8	D: /	E: -0.6	F: -8.0	G: -5.6	H: 1.0	I: 123.0

CCN1C(=O)c2c(C)nc3ccccc3c2C1=O
  A: 7.0	B: -0.1	C: 2.7	D: 6.3	E: -18.3	F: 10.6	G: 2.7	H: 4.0	I: 104.0

O=C1Nc2ccc(Br)cc2/C1=C/c1ccc(C(=O)O)cc1
  A: 35.3	B: -15.0	C: -3.2	D: 6.0	E: 10.8	F: 25.4	G: -0.4	H: 1.0	I: 96.0

COc1ccccc1NC(=O)OC(C)c1ccc(Cl)cc1 (centres undefined)
  A: 10.6	B: -21.7	C: -2.8	D: 27.4	E: -8.7	F: 7.7	G: -5.0	H: 4.0	I: 100.0

CC1CCc2sc(C(=O)NCCCn3ccnc3)cc2C1 (centres undefined)
  A: -8.2	B: 2.1	C: -1.6	D: 17.4	E: -2.8	F: 4.2	G: 0.9	H: 6.0	I: 112.0

CCOC(=O)C(C)On1c(SC(C)C(=O)OCC)nc2ccccc2c1=O (centres undefined)
  A: 2.6	B: -6.6	C: -2.1	D: 4.8	E: -2.0	F: -4.0	G: -1.2	H: 1.0	I: 103.0

COC(=O)C1C(=O)OC(C)(C)C1C(C)C(=O)c1ccc(C)cc1C (centres undefined)
  A: -0.8	B: -17.1	C: -1.8	D: 6.4	E: -8.0	F: 3.7	G: -1.4	H: 0.0	I: 104.0

CCOc1ccc(NC(=O)CN(C)S(=O)(=O)c2cccc3cccnc23)cc1
  A: -8.2	B: -29.6	C: -1.9	D: 23.9	E: 1.1	F: -9.2	G: -3.2	H: 7.0	I: 103.0

COc1ccccc1C(=O)NCCC(=O)Nc1ncccc1C
  A: -6.4	B: -5.2	C: -2.4	D: 3.8	E: -11.8	F: 6.2	G: -1.6	H: 7.0	I: 107.0

CCCCn1c(=O)[nH]c(=O)c2c1nc(-c1ccsc1)n2Cc1ccccc1
  A: -3.0	B: -7.9	C: -2.9	D: -2.4	E: 1.6	F: 0.1	G: 0.0	H: -2.0	I: 95.0

O=C1NC(=O)c2cc(NC(=O)c3cccc4ccccc34)ccc21
  A: 12.2	B: -2.9	C: -4.7	D: 2.9	E: 5.3	F: 13.3	G: -1.2	H: 7.0	I: 105.0

COc1ccc(-c2cc(CNS(=O)(=O)c3ccccc3)on2)cc1
  A: -3.0	B: -10.0	C: -2.2	D: -24.5	E: -11.5	F: 5.7	G: -0.1	H: -2.0	I: 97.0

CCOCC(=O)Nc1nnc(COc2ccc(Cl)cc2)s1
  A: 2.2	B: -7.8	C: -2.0	D: 12.8	E: -2.3	F: 14.3	G: -1.9	H: -2.0	I: 103.0

COc1ccc(CCNC(=S)Nc2ccc(S(=O)(=O)Nc3ncccn3)cc2)cc1OC
  A: 3.6	B: -33.8	C: -3.7	D: 8.5	E: -4.1	F: 8.8	G: -1.2	H: 14.0	I: 109.0

CCOc1cc(C(=O)NCCCn2ccnc2)cc(OCC)c1OCC
  A: -7.6	B: 6.6	C: -1.5	D: 25.8	E: -20.1	F: 15.6	G: 1.6	H: -2.0	I: 98.0

O=C(CSc1nnc(-c2ccncc2)n1Cc1ccccc1)NC1CCCCC1
  A: -7.1	B: -31.0	C: -1.0	D: /	E: -15.7	F: -0.7	G: 0.2	H: 1.0	I: 111.0

O=C(NCc1ccccn1)c1cc(S(=O)(=O)N2CCCCCC2)ccc1Cl
  A: -2.0	B: -17.2	C: -2.6	D: 9.2	E: 0.6	F: -5.6	G: -3.7	H: 3.0	I: 99.0

O=[N+]([O-])c1cccc(C2=NC(c3ccccc3)CO2)c1 (centres undefined)
  A: -1.1	B: -1.5	C: -0.8	D: 21.4	E: -12.6	F: 10.4	G: -2.9	H: -3.0	I: 102.0

Cc1ccc(CN2CCN(C(=O)CCc3ccccc3)CC2)cc1
  A: 2.3	B: -16.3	C: -5.6	D: -11.9	E: 3.1	F: 10.5	G: -4.0	H: 4.0	I: 99.0

Complete entries, quoted from the list:
COc1ccc(-c2cc(CNS(=O)(=O)c3ccccc3)on2)cc1 as listed: HCV NS3 hel inh = -3.0; FID counter = -10.0; IMP-1 inhibitor = -2.2; NALP1 inh = -24.5; M18AAP inhibitor = -11.5; SUMO HTRF inh = 5.7; VIM-2 inh = -0.1; MEKK2 mut-MEK5 = -2.0; MEKK2wt PB1 HTS = 97.0
COC(=O)C1C(=O)OC(C)(C)C1C(C)C(=O)c1ccc(C)cc1C (centres undefined) as listed: HCV NS3 hel inh = -0.8; FID counter = -17.1; IMP-1 inhibitor = -1.8; NALP1 inh = 6.4; M18AAP inhibitor = -8.0; SUMO HTRF inh = 3.7; VIM-2 inh = -1.4; MEKK2 mut-MEK5 = 0.0; MEKK2wt PB1 HTS = 104.0
